Bioassay records from PubChem BioAssay.
TLR9-MyD88 inh = inhibitors of TLR9-MyD88 association in cells, primary screen, cell-based, CHO, BLA complementation, fluorescence; 340,000 tested, 0.21% active; Toll-like receptor 9 (Homo sapiens) + Myeloid differentiation primary response protein …; CCF4 FRET ratio; inhibition, % at 4.98 µM;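 active means inhibition above the mean over all tested compounds plus 3 SD, cut at about 21% in these data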;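 further: 0% = DMSO only wells and 100% = clavulanate BLA inhibitor control wells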
LRH-1 inv ag = LRH-1 (NR5A2) inverse agonists, primary screen, cell-based, luminescence, HEK293T, StAR-luciferase reporter; LRH-1 transfected, 24 h; inhibition, % at 3.6 µM; 360,000 tested, 0.13% active;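 active means inhibition above the mean inhibition of all tested compounds plus 3 SD, cut at about 73% in these data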;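 further: 0% = DMSO wells and 100% = reporter-only cells lacking LRH-1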
TWEAK Fn14 block = inhibitors of TWEAK-Fn14 signaling, primary screen, luciferase reporter cells, uHTS; AID 1159606, 2016; 360,000 tested, 2% active; TWEAK-stimulated Fn14 reporter cells, luciferase luminescence, 8 h; inhibition, % at 10 µM; in the data active means inhibition above about 50%
EBV LMP1 NFkB = EBV LMP1-driven NF-kappaB luciferase reporter inhibitors, primary screen, cell-based, luminescence, single point; LMP1-induced NF-kappaB luciferase reporter cells; inhibition, % at 12.5 µM; 350,000 tested, 0.69% active; in the data active means inhibition above about 41%;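 further: 0% = neutral control wells and 100% = reference inhibitor control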
NCOA3 inh = SRC3 coactivator transcriptional activity inhibitors, primary screen, cell-based, luminescence; Nuclear receptor coactivator 3 (Homo sapiens), Q9Y6Q9; HEK293 GAL4-SRC3 luciferase reporter; inhibition, % at 3.6 µM; 360,000 tested, 0.17% active;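 active means inhibition above a per-campaign cutoff, the mean of all compounds plus 3 SD, cut at about 60% in these data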;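 further: 0% = DMSO-treated cells and 100% = gossypol-treated cells at 36 µM; higher means less SRC3-driven luciferase light from the GAL4 reporter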
Target sequence (Q9Y6Q9 whole entry, looked up, the tested form may be a part): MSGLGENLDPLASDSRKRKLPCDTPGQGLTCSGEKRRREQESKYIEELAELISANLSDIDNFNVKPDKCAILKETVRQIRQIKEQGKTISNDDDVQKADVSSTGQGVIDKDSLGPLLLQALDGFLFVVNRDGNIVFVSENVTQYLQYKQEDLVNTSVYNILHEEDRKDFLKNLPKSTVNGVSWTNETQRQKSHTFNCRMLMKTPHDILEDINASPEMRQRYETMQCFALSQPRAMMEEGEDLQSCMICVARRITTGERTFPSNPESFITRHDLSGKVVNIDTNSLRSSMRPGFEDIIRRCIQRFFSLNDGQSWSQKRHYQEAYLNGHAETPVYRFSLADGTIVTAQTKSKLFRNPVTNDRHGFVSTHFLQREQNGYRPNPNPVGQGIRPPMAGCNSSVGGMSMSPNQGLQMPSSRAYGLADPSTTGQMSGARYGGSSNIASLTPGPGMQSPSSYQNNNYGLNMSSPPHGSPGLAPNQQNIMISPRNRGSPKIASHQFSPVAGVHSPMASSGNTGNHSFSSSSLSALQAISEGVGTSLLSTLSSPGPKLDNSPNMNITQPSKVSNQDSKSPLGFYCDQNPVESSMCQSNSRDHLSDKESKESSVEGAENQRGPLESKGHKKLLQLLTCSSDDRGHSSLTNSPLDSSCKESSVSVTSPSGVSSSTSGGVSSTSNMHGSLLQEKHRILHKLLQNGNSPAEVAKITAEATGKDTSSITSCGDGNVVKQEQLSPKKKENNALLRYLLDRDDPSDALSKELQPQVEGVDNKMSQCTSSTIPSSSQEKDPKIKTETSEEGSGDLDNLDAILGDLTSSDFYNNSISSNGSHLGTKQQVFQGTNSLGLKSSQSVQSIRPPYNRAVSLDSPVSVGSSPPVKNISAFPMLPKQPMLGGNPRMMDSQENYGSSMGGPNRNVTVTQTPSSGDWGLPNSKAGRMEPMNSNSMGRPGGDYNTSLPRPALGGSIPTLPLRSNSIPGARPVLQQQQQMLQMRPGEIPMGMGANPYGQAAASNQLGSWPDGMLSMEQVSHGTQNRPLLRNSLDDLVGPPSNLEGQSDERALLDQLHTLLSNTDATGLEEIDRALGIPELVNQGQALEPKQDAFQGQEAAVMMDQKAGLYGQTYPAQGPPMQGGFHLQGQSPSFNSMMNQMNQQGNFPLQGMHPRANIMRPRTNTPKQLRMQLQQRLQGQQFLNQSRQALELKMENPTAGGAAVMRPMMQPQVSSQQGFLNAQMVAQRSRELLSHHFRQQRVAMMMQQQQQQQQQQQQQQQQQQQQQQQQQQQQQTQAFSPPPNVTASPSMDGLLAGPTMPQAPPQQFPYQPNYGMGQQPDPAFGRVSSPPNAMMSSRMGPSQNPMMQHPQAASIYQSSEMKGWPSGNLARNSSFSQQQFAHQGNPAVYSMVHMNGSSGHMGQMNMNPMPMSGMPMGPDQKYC
NOD2-RIPK2 inh = NOD2-RIPK2 binding disruptors in cells, primary screen, fluorescence, CHO cells, BLA complementation; Receptor-interacting serine/threonine-protein kinase 2 (Homo sapiens), O43353; CCF4 ratio; inhibition, % at 4.98 µM; 360,000 tested, 0.38% active; in the data active means inhibition above about 21%;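 further: 0% = vehicle only and 100% = reference blocker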
COUP-TFII inh = NR2F2 transcriptional activity inhibitors, primary screen, cell-based, luciferase reporter, HEK293T, luminescence | COUP transcription factor 2 (Homo sapiens), P24468 | HEK293T NGFI-A luciferase reporter | inhibition, % at 8.6 µM | 370,000 tested, 0.7% active | AID 686940, 2013;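 active means inhibition above a per-plate cutoff, mean inhibition of test wells between control levels plus 3 SD, cut at about 38% in these data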;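 further: cells cotransfected with COUP-TFII expression vector driving the NGFI-A reporter; 0% = median of COUP-TF2 test wells and 100% = reporter-only cells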
SRC2 inh = inhibition of GAL4-SRC2 driven luciferase reporter, primary screen, SRC2 inhibitor project, cell-based, luminescence. Nuclear receptor coactivator 2 (Homo sapiens), Q15596. HEK293 GAL4-SRC2 luciferase reporter. inhibition, % at 9 µM. 370,000 tested, 0.17% active. AID 651957, 2012;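 active means inhibition above the mean inhibition of all tested compounds plus 3 SD, set per campaign, cut at about 52% in these data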;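 further: 0% = DMSO treated cells and 100% = cells given Gossypol at 36 µM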
NCOA1 inh = SRC1 coactivator transcriptional activity inhibitors, primary screen, cell-based, luminescence | Nuclear receptor coactivator 1 (Homo sapiens), Q15788 | HEK293 GAL4-SRC1 luciferase reporter | inhibition, % at 3.6 µM | 360,000 tested, 0.12% active | AID 588354, 2011;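 active means inhibition above the campaign mean plus 3 SD, with each screening campaign given its own cutoff, cut at about 60% in these data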;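 further: 0% = DMSO treated cells and 100% = gossypol at 36 µM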
TROY NFkB inh = inhibitors of TROY-driven NF-kB signaling, primary screen, Q293 LMP1-TROYcd cells, NF-kB luciferase, uHTS; 360,000 tested, 0.98% active; inhibition, % at 10 µM; Q293 LMP1-TROYcd NF-kB luciferase reporter, 4 h;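 active means compounds whose plate-normalised and pattern-corrected inhibition of the luciferase reporter signal at the single screening dose is 50% or more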
TRAIL sens C8 = viability loss with TRAIL in NB7+C8 cells, primary screen, TRAIL sensitizer project, cell-based, ATPlite luminescence; inhibition (viability loss, TRAIL sensitization), % at 10 µM; 360,000 tested, 1% active; AID 624354, 2012;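 active means compounds causing at least 50% loss of cell viability in the single-dose screen, relative to plate controls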
Starred values were filed as active, the others as inactive. Not all compounds are listed (hit frequency here may not be typical).

NC(=O)N1OCC2COc3ccc4ccccc4c3C21 (stereo not drawn) was read as TLR9-MyD88 inh -5, LRH-1 inv ag 10, TWEAK Fn14 block 12, EBV LMP1 NFkB 0, NCOA3 inh 7, NOD2-RIPK2 inh 0, COUP-TFII inh 7, SRC2 inh 10, NCOA1 inh 5, TROY NFkB inh -3 and TRAIL sens C8 -12.
For Cc1cccc(OCC(=O)NC(Cc2ccccc2)C(=O)O)c1 (stereo not drawn) the results were TLR9-MyD88 inh 0, LRH-1 inv ag 12, TWEAK Fn14 block 7, EBV LMP1 NFkB -1, NCOA3 inh -8, NOD2-RIPK2 inh -8, COUP-TFII inh -22, SRC2 inh 2, NCOA1 inh -35, TROY NFkB inh -5 and TRAIL sens C8 -3.
Screening O=C(CSc1nnc(-c2ccco2)o1)N1CCOCC1 returned TLR9-MyD88 inh 2, LRH-1 inv ag -8, TWEAK Fn14 block -7, EBV LMP1 NFkB -8, NCOA3 inh 8, NOD2-RIPK2 inh -16, COUP-TFII inh -12, SRC2 inh -4, NCOA1 inh -14, TROY NFkB inh 0 and TRAIL sens C8 20.
COc1cccc(S(=O)(=O)NCc2ccc(C(=O)Nc3ccc(Cl)c(Cl)c3)cc2)c1 was read as TLR9-MyD88 inh 8, LRH-1 inv ag 13, TWEAK Fn14 block 6, EBV LMP1 NFkB -29, NCOA3 inh -11, NOD2-RIPK2 inh 10, COUP-TFII inh 64*, SRC2 inh -7, NCOA1 inh 9, TROY NFkB inh -2 and TRAIL sens C8 33.
Screening COCCn1c(SCC(=O)NC(=O)Cc2ccccc2)nc2ccccc2c1=O returned TLR9-MyD88 inh -2, LRH-1 inv ag 2, TWEAK Fn14 block 1, EBV LMP1 NFkB 1, NCOA3 inh 6, NOD2-RIPK2 inh -1, COUP-TFII inh -1, SRC2 inh -4, NCOA1 inh -4, TROY NFkB inh 14 and TRAIL sens C8 -31.
`Cc1nonc1C(=O)N1CCCC(N2CCN(c3ccc(F)cc3)CC2)C1` (stereo not drawn) gave TLR9-MyD88 inh -14, LRH-1 inv ag -16, TWEAK Fn14 block -4, EBV LMP1 NFkB 6, NCOA3 inh 16, NOD2-RIPK2 inh 2, COUP-TFII inh 6, SRC2 inh 5, NCOA1 inh -4, TROY NFkB inh -14 and TRAIL sens C8 -2.
O=C(NCc1cccnc1)c1cc(C2CCCN(C(=O)c3cccc(O)c3)C2)on1 (stereo not drawn) was read as LRH-1 inv ag 15, TWEAK Fn14 block -4, NCOA3 inh -21, NOD2-RIPK2 inh -11, COUP-TFII inh 3, SRC2 inh -27, NCOA1 inh -16, TROY NFkB inh 0 and TRAIL sens C8 -5.
COc1ccc(-n2nc(C(=O)NCC(=O)N3CCN(c4ccccc4)CC3)c3ccccc3c2=O)c(OC)c1 was read as TLR9-MyD88 inh -10, LRH-1 inv ag -5, TWEAK Fn14 block 3, EBV LMP1 NFkB -18, NCOA3 inh -16, NOD2-RIPK2 inh -4, COUP-TFII inh -8, SRC2 inh -25, NCOA1 inh -20, TROY NFkB inh -60 and TRAIL sens C8 62*.
CC/C(C)=C1/NC(=O)NC1=O was read as TLR9-MyD88 inh -11, LRH-1 inv ag -5, TWEAK Fn14 block -8, EBV LMP1 NFkB 1, NCOA3 inh 12, NOD2-RIPK2 inh -7, COUP-TFII inh 8, SRC2 inh -21, NCOA1 inh 16, TROY NFkB inh 2 and TRAIL sens C8 -12.
Screening O=C(N/N=C/c1cccc([N+](=O)[O-])c1)c1cccc2cc[nH]c12 returned TLR9-MyD88 inh -1, LRH-1 inv ag -6, TWEAK Fn14 block -13, EBV LMP1 NFkB 5, NCOA3 inh -23, NOD2-RIPK2 inh -6, COUP-TFII inh -16, SRC2 inh -31, NCOA1 inh -25, TROY NFkB inh -14 and TRAIL sens C8 3.
Screening O=C(Nc1cccc2ccccc12)N1CC=C(c2ccccc2)CC1 returned TLR9-MyD88 inh 4, LRH-1 inv ag -9, TWEAK Fn14 block 9, EBV LMP1 NFkB 15, NCOA3 inh 6, NOD2-RIPK2 inh -2, COUP-TFII inh -10, SRC2 inh 6, NCOA1 inh 1, TROY NFkB inh 15 and TRAIL sens C8 -20.
Screening CC(C)OC(=O)Cn1c(=O)sc2ccccc21 returned TLR9-MyD88 inh 0, LRH-1 inv ag -5, TWEAK Fn14 block -2, EBV LMP1 NFkB 0, NCOA3 inh -1, NOD2-RIPK2 inh 5, COUP-TFII inh -8, SRC2 inh 24, NCOA1 inh 3, TROY NFkB inh 10 and TRAIL sens C8 -2.
Screening COc1ccc(CC(=O)N(Cc2ccccc2)c2ccccc2)cc1S(=O)(=O)N1CCOCC1 returned TLR9-MyD88 inh 3, LRH-1 inv ag 19, TWEAK Fn14 block 14, EBV LMP1 NFkB 0, NCOA3 inh 13, NOD2-RIPK2 inh -3, COUP-TFII inh 10, SRC2 inh 23, NCOA1 inh 11, TROY NFkB inh 9 and TRAIL sens C8 20.
`c1ccc(-c2nc3c4ccccc4ccn3c2CN2CCOCC2)cc1` gave TLR9-MyD88 inh 12, LRH-1 inv ag -48, TWEAK Fn14 block -6, EBV LMP1 NFkB -7, NCOA3 inh -58, NOD2-RIPK2 inh 9, COUP-TFII inh -30, SRC2 inh -18, NCOA1 inh -49, TROY NFkB inh -85 and TRAIL sens C8 19.
For COc1ccc(CNS(=O)(=O)c2ccc3c(c2)N(C)CCO3)cc1 the results were TLR9-MyD88 inh 11, LRH-1 inv ag 24, TWEAK Fn14 block 17, EBV LMP1 NFkB -13, NCOA3 inh 12, NOD2-RIPK2 inh -5, COUP-TFII inh 15, SRC2 inh 15, NCOA1 inh 17, TROY NFkB inh 13 and TRAIL sens C8 -5.
Screening Cc1ccc(N2C(=O)C(NC(=O)c3ccccc3F)(C(F)(F)F)C3=C2CC(C)(C)CC3=O)cc1 (stereo not drawn) returned TLR9-MyD88 inh -10, LRH-1 inv ag 3, TWEAK Fn14 block -2, EBV LMP1 NFkB 2, NCOA3 inh 7, NOD2-RIPK2 inh -10, COUP-TFII inh -22, SRC2 inh 9, NCOA1 inh -4, TROY NFkB inh 8 and TRAIL sens C8 -1.
`O=C(CSc1nnc(Nc2ccccc2F)s1)NCc1ccco1` gave TLR9-MyD88 inh 0, LRH-1 inv ag -26, TWEAK Fn14 block -2, EBV LMP1 NFkB -11, NCOA3 inh -29, NOD2-RIPK2 inh -7, COUP-TFII inh -5, SRC2 inh -4, NCOA1 inh -11, TROY NFkB inh 5 and TRAIL sens C8 -6.
`COc1ccc(S(=O)(=O)N2CCOCC2)cc1C(=O)Nc1ccc2c(c1)OCO2` gave TLR9-MyD88 inh 3, LRH-1 inv ag -3, TWEAK Fn14 block -3, EBV LMP1 NFkB -3, NCOA3 inh 12, NOD2-RIPK2 inh -2, COUP-TFII inh 23, SRC2 inh -2, NCOA1 inh 7, TROY NFkB inh -10 and TRAIL sens C8 -3.
COc1ccc(CCC(=O)NCC(c2ccco2)N2CCc3ccccc32)cc1 (stereo not drawn) was read as TLR9-MyD88 inh -14, LRH-1 inv ag -7, TWEAK Fn14 block 7, EBV LMP1 NFkB 3, NCOA3 inh -3, NOD2-RIPK2 inh 13, COUP-TFII inh -22, SRC2 inh -14, NCOA1 inh -11, TROY NFkB inh 4 and TRAIL sens C8 -12.
`Cn1c(Nc2ccc(F)cc2)nc2ccccc21` gave TLR9-MyD88 inh -14, LRH-1 inv ag -10, TWEAK Fn14 block -3, EBV LMP1 NFkB -5, NCOA3 inh 12, NOD2-RIPK2 inh -7, COUP-TFII inh -20, SRC2 inh -10, NCOA1 inh -32, TROY NFkB inh -7 and TRAIL sens C8 -4.
COc1cc(NC(=O)C2=CC(c3ccco3)=NS(=O)(=O)N2C)cc(OC)c1OC was read as TLR9-MyD88 inh 3, LRH-1 inv ag 17, TWEAK Fn14 block -5, NCOA3 inh 22, NOD2-RIPK2 inh 2, COUP-TFII inh 23, SRC2 inh 30, NCOA1 inh 15, TROY NFkB inh -2 and TRAIL sens C8 -18.
For Cc1ccc(Nc2cc(C)nc(-c3ccccc3)n2)cc1 the results were TLR9-MyD88 inh -4, LRH-1 inv ag -90, TWEAK Fn14 block -27, EBV LMP1 NFkB -37, NCOA3 inh -50, NOD2-RIPK2 inh -5, COUP-TFII inh -69, SRC2 inh -113, NCOA1 inh -34, TROY NFkB inh -69 and TRAIL sens C8 -8.
COc1ccc(C(=O)Nc2nc(-c3cccs3)c(NC(C)=O)s2)cc1 was read as TLR9-MyD88 inh -4, LRH-1 inv ag 9, TWEAK Fn14 block 17, EBV LMP1 NFkB -5, NCOA3 inh 6, NOD2-RIPK2 inh 4, COUP-TFII inh -15, SRC2 inh -24, NCOA1 inh 3, TROY NFkB inh -19 and TRAIL sens C8 9.
Cc1ccc(-c2nc3cc(C)c(Br)c(C)n3c2Cc2ccccc2)cc1 was read as LRH-1 inv ag -2, TWEAK Fn14 block -21, NCOA3 inh -40, NOD2-RIPK2 inh -4, COUP-TFII inh -19, SRC2 inh -1, NCOA1 inh -18, TROY NFkB inh 2 and TRAIL sens C8 5.
For COc1ccc(Cn2nc(C)n(N(C)c3ncc(C(F)(F)F)cc3Cl)c2=O)cc1 the results were TLR9-MyD88 inh 0, LRH-1 inv ag -48, TWEAK Fn14 block -18, EBV LMP1 NFkB 8, NCOA3 inh 16, NOD2-RIPK2 inh 4, COUP-TFII inh 8, SRC2 inh 13, NCOA1 inh -67, TROY NFkB inh -3 and TRAIL sens C8 10.
Screening Cc1cc(C)c2nc(-c3ccccn3)cc(C(=O)Nc3cc(C)on3)c2c1 returned TLR9-MyD88 inh -7, LRH-1 inv ag 8, TWEAK Fn14 block -2, EBV LMP1 NFkB -6, NCOA3 inh -19, NOD2-RIPK2 inh -1, COUP-TFII inh -19, SRC2 inh -20, NCOA1 inh -5, TROY NFkB inh 0 and TRAIL sens C8 3.
`O=C(NC(=O)c1ccc(C(F)(F)F)cc1)Nc1ccc(-c2cnco2)cc1` gave TLR9-MyD88 inh -4, LRH-1 inv ag -13, TWEAK Fn14 block -7, EBV LMP1 NFkB 1, NCOA3 inh 4, NOD2-RIPK2 inh -6, COUP-TFII inh -8, SRC2 inh -4, NCOA1 inh 3, TROY NFkB inh 3 and TRAIL sens C8 12.
